Compound activity as filed in PubChem.
Pin1 inh – qHTS Assay to Find Inhibitors of Pin1; Peptidyl-prolyl cis-trans isomerase NIMA-interacting 1 (Homo sapiens), Q13526; AID 504891, 2011; Potency, µM (highest dose often 115 µM), inactives show top-dose activity, negative = inhibition, most hits filed as inhibitors; hit rate 0.009% among 390,000; Pin1 FP peptide displacement, HiFluor488, 10 min; active means well fitted inhibition curve with a large enough effect in the polarisation, with a control signal flat, not every such curve was filed as active; inconclusive means small, poorly fitted or top-dose-only effect, or effect the other way, or a change in a side signal; inactive means no such curve, though single readings can be large or run the other way; the % refers to the polarisation; further: on the % scale 0 is the no-effect control and ±100 the full control effect
GLS inh – qHTS for Inhibitors of Glutaminase (GLS) | Glutaminase kidney isoform, mitochondrial (Homo sapiens), O94925 | GLS enzymatic activity, qHTS titration | Potency, µM (top dose mostly 45.5 µM), for the others: at the highest dose activity change, negative = inhibition, hits mostly inhibitors | hit rate 0.21% among 410,000; further: on the % scale 0 is the no-effect control and ±100 the full control effect
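Read-out is an Amplex red fluorescence increase coupled through glutamate oxidase and HRP, measured before and after 30 min room-temperature incubation. hKGA is in 45 mM KH2PO4 (pH 8.2) with 0.02% Tween-20; glutamine added as 1mM solution.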
G9a inh – qHTS Assay for Inhibitors of Histone Lysine Methyltransferase G9a; G9a H3K9 monomethylation, AlphaScreen, 2 h; hit rate 8.8% among 350,000; Histone-lysine N-methyltransferase EHMT2 (Homo sapiens), Q96KQ7; Potency, µM (doses to about 102 µM), inactives show top-dose activity, negative = inhibition, most hits filed as inhibitors; further: on the % scale 0 is the no-effect control and ±100 the full control effect; nearly all actives have a fitted effect of over 75% in size
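Readings reflect AlphaScreen signal from monomethyl-H3K9 antibody detection. HMT at 20 nM; substrate b-H3K9 500 nM; cofactor SAM 20 uM; 2 h RT reaction; compounds tested as titrations in qHTS with 15 min preincubation.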
JMJD2A Tudor – qHTS Assay for Inhibitors of JMJD2A-Tudor Domain; AlphaScreen JMJD2A-Tudor / H3K4me3 peptide binding; Potency, µM (top dose mostly 114 µM), for the others: top-dose activity change, negative = inhibition, actives largely listed as inhibitors; hit rate 4.4% among 390,000; further: on the % scale 0 is the no-effect control and ±100 the full control effect; nearly all actives have a fitted effect of over 50% in size
Target sequence (O75164 whole entry, looked up, the tested form may be a part): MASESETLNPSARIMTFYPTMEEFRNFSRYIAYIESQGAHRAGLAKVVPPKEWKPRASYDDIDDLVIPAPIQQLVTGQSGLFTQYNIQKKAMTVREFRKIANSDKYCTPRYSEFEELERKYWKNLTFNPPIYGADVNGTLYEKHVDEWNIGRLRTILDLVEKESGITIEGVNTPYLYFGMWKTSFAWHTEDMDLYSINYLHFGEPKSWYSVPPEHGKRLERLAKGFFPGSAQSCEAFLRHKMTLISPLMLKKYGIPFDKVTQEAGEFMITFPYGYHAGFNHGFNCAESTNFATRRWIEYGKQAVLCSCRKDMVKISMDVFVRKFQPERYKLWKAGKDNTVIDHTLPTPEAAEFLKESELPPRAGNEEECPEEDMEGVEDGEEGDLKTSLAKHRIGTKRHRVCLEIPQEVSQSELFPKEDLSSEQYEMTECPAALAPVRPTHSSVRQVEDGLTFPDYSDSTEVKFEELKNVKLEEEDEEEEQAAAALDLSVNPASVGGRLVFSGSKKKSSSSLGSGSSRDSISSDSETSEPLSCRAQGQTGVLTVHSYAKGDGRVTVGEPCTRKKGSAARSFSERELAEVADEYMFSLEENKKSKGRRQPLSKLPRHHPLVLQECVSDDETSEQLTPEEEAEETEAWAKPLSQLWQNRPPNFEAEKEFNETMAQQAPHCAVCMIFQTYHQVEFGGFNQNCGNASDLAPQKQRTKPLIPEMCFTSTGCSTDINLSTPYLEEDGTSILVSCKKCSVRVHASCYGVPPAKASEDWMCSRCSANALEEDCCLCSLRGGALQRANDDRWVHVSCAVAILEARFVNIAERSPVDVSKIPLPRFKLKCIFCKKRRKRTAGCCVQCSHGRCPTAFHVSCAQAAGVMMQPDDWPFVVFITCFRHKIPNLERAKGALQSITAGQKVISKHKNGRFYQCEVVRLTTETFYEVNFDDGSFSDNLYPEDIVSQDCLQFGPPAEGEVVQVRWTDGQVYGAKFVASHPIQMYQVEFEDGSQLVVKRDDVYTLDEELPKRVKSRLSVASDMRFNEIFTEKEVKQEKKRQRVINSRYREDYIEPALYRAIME
BAZ2B block – qHTS Assay for Inhibitors of BAZ2B. Potency, µM (highest dose often 114 µM), without a hit: at the highest dose activity change, negative = inhibition, actives largely listed as inhibitors. AID 504333, 2011. AlphaScreen BAZ2B-H3K14Ac peptide displacement. Bromodomain adjacent to zinc finger domain protein 2B (Homo sapiens), Q9UIF8. hit rate 4.4% among 360,000; further: on the % scale 0 is the no-effect control and ±100 the full control effect; nearly all actives have a fitted effect of over 60% in size
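Complex of BAZ2B and biotin-H3K14Ac (50 nM apiece) forms over 30 min at RT, then faces library compounds up to 110 uM for another 30 min; AlphaScreen beads added, 20 min dark incubation, luminescence read.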
Pol iota inh – qHTS for Inhibitors of Polymerase Iota; DNA polymerase iota (Homo sapiens), Q9UNA4; Pol iota fluorescent replication assay, 10 min; Potency, µM (series often up to 115 µM), for inactives: at the top dose activity, negative = inhibition, usual class: inhibitors; AID 588590, 2011; hit rate 1% among 390,000
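Fluorescent replication assay read twice, at 0 min and 10 min after adding 50 nM (final) substrate. Enzyme (10 nM) and compounds were first incubated 15 min at room temperature; enzyme-free buffer wells were negative controls.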
HP1b chromo inh – HTS for Inhibitors of HP1-beta Chromodomain Interactions with Methylated Histone Tails; Chromobox protein homolog 1 (Homo sapiens), P83916; AlphaScreen HP1-beta / biotin-H3K9me3 peptide binding; Potency, µM (highest dose often 114 µM), for the others: top-dose activity change, negative = inhibition, hits mostly inhibitors; hit rate 0.56% among 390,000; AID 540317, 2011; further: nearly all actives have a fitted effect of over 70% in size; inactives centre near 23
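Compound inhibition of the preformed complex between 50 nM HP1-beta and 50 nM biotinylated H3K9me3 peptide was read by AlphaScreen. Buffer was PBS pH 7.4 with 0.01% Tween-20. Incubations ran 30 min at room temperature, with 10 ug/mL donor/acceptor beads.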
Tb PGK inh – qHTS Assay to Find Inhibitors of Phosphoglycerate Kinase | Phosphoglycerate kinase, glycosomal (Trypanosoma brucei brucei), P07378 | PGK/GAPDH coupled, Kinase-Glo luminescence, 60 min | Potency, µM (doses to about 57.5 µM), for the others: top-dose activity change, negative = inhibition, hits mostly inhibitors | hit rate 0.043% among 380,000 | AID 602233, 2012; further: on the % scale 0 is the no-effect control and ±100 the full control effect; nearly all actives have a fitted effect of over 60% in size
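Luminescent ATP detection (Kinase-Glo Plus) follows a 60-minute room-temperature incubation, with wells lacking PGK as controls. Buffer: 100 mM TEA (pH 7.6), 5 mM MgCl2, 0.01% Tween-20. Coupling enzyme GAPDH (100 nM final) supplies unstable 1,3-BPG in-well.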
BLM helicase inh – qHTS Assay for Inhibitors of Bloom's syndrome helicase (BLM). recombinant BLM DNA unwinding, fluorescence dequenching. Potency, µM (doses to about 56.1 µM), without a hit: at the highest dose activity change, negative = inhibition, hits mostly inhibitors. hit rate 0.2% among 350,000;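 further: plate controls were vehicle for no effect and no enzyme for full effect; nearly all actives have a fitted effect of over 35% in size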
* marks the source's active call; other numbers are inactive results; i = inactive; ? = inconclusive; . = not tested or not shown; [ ] = dose if it differs, or a comment. Unless noted, the call rests on the fitted dose curve; in most records, active means well fitted curve in the direction sought with a large enough effect; inconclusive means small, poorly fitted or top-dose-only effect, or another doubt; inactive means no such curve, though single readings can be large; an effect the other way counts as inactive or inconclusive. Potency means the concentration at half of the fitted maximal effect. Only part of the results is shown (hit frequency here may not be typical).

Letters – A = Pin1 inh; B = GLS inh; C = G9a inh; D = JMJD2A Tudor; E = BAZ2B block; F = Pol iota inh; G = HP1b chromo inh; H = Tb PGK inh; I = BLM helicase inh
S=C(Nc1cccc(Br)c1)c1ccccc1
  A: ? | B: 22% | C: ? | D: -25% | E: ? | F: -5% | G: -19% | H: -3% | I: -24%

Cc1nc2sc(C)c(C)n2c(=O)c1S(=O)(=O)NCCc1ccc(Cl)cc1
  A: -6% | B: -9% | C: -8%[59 µM] | D: -7% | E: ? | F: 28% | G: 38% | H: i | I: 1%

O=C(c1ccc([N+](=O)[O-])cc1[N+](=O)[O-])n1cnc2ccccc21
  A: 1% | B: -4% | C: ? | D: -22% | E: -4% | F: -22% | G: 27% | H: 0% | I: -7%

O=C(Nc1ccccc1)c1ccc(S(=O)(=O)N2CCOCC2)cc1
  A: 0% | B: -1% | C: 13%[12.7 µM] | D: -5% | E: -20% | F: 0% | G: 6% | H: i | I: -3%

Cc1cccc(C(=O)N2CCCC(c3nc(-c4ccc(C)o4)no3)C2)c1 (stereo unspecified)
  A: 6% | B: 6% | C: ? | D: -24% | E: ? | F: 48%[activator] | G: -10% | H: i | I: -6%

CCOC(=O)CSc1nc2cc3c(cc2c(=O)n1Cc1ccc(C(=O)NCCc2ccc(OC)c(OC)c2)cc1)OCO3
  A: -3% | B: -3% | C: 7%[59 µM] | D: -13% | E: -3% | F: ? | G: 33% | H: 5% | I: -7%

O=C(CSc1ncc(S(=O)(=O)c2ccc(Cl)cc2)c(=O)[nH]1)Nc1ccc2c(c1)OCCO2
  A: 36%[activator] | B: 2% | C: -28%[59 µM] | D: -23% | E: -9% | F: -18% | G: 5% | H: -9% | I: -4%

Nc1nc(Cl)cc(=O)n1Cc1ccc(Cl)cc1
  A: 5% | B: 1% | C: . | D: 4% | E: . | F: 26% | G: 29% | H: -1% | I: .

CC(=O)NS(=O)(=O)c1ccc(NC(=S)Nc2ccccc2)cc1
  A: -1% | B: 0% | C: 2% | D: 9% | E: -4% | F: 40%[activator] | G: 50%[activator] | H: ? | I: -4%

O=C1C(=O)c2ccccc2C(O)=C1CCCCl
  A: -7% | B: 0% | C: . | D: -23% | E: ? | F: 14µM* | G: 36% | H: 2% | I: -10%

O=C(NCCc1ccc(C(F)(F)F)cc1)C1CCC(=O)N(CCCc2ccccc2)C1 (stereo unspecified)
  A: 0% | B: 12% | C: 8% | D: -1% | E: -20% | F: 14% | G: 46%[activator] | H: -1% | I: -5%

CCC1CCCCN1S(=O)(=O)c1ccc(C(=O)N(CCCN(C)C)c2nc3cc4c(cc3s2)OCO4)cc1 (stereo unspecified)
  A: -10% | B: 15% | C: 56µM* | D: ? | E: ? | F: -8% | G: -11% | H: 2% | I: -3%

Cc1cc(C)cc(NC(=S)NCc2ccncc2)c1
  A: -1% | B: -1% | C: 2% | D: -13% | E: -12% | F: 119%[activator] | G: 30% | H: -9% | I: -4%

CC(=O)N1CCN(c2ccccc2NC(=O)c2ccc(Br)o2)CC1
  A: 2% | B: 0% | C: -7% | D: 2% | E: -4% | F: 3% | G: 13% | H: 6% | I: -4%

O=C(Nc1cccc(S(=O)(=O)N2CCCCCC2)c1)c1ccc(Cl)nc1
  A: -7% | B: -1% | C: . | D: ? | E: . | F: 24% | G: -21% | H: -4% | I: .

COc1ccc(-c2ccc(NS(=O)(=O)c3cc([N+](=O)[O-])c(C)c([N+](=O)[O-])c3)cc2)nn1
  A: 1% | B: 9% | C: 23%[59 µM] | D: -26% | E: ? | F: ? | G: 10% | H: -6% | I: -10%

O=C(O)CCN(CCC(=O)O)c1nnc(SCc2ccccc2)s1
  A: -15% | B: 15% | C: -10% | D: -24% | E: ? | F: 2% | G: 29% | H: -1% | I: -10%

CCOC(=O)c1ccc2ncc(-c3ccccc3)nc2c1
  A: -12% | B: -13% | C: 6% | D: 7% | E: 23% | F: 61%[activator] | G: 53%[activator] | H: -3% | I: -7%

Cc1cc(C)nc(Nc2n[nH]c(COc3cccc4ccccc34)n2)n1
  A: -5% | B: 0% | C: . | D: 2% | E: 8% | F: 3% | G: 43%[activator] | H: -2% | I: -1%

Cc1ccc(C)c(OCCC(=O)OCC(=O)N2CCN(c3ccccc3)CC2)c1
  A: 2% | B: 11% | C: . | D: -18% | E: ? | F: -10% | G: 7% | H: 1% | I: -8%

O=C(/C=C/c1cccc([N+](=O)[O-])c1)NCCSCc1cccc(Cl)c1
  A: 7% | B: 8% | C: -47%[59 µM] | D: -33% | E: -30% | F: 2% | G: -15% | H: 1% | I: -13%

C#CCN1C(=O)S/C(=C/C=C/c2ccc(N(C)C)cc2)C1=O
  A: ? | B: 11% | C: 8.9µM* | D: 25µM* | E: 10µM* | F: 79µM* | G: 20µM* | H: -12% | I: ?

Filtered by structure: the entries above containing a Cl atom.
Letters – A = Pin1 inh; B = GLS inh; C = G9a inh; D = JMJD2A Tudor; E = BAZ2B block; F = Pol iota inh; G = HP1b chromo inh; H = Tb PGK inh; I = BLM helicase inh
Cc1nc2sc(C)c(C)n2c(=O)c1S(=O)(=O)NCCc1ccc(Cl)cc1
  A: -6% | B: -9% | C: -8%[59 µM] | D: -7% | E: ? | F: 28% | G: 38% | H: i | I: 1%

O=C(CSc1ncc(S(=O)(=O)c2ccc(Cl)cc2)c(=O)[nH]1)Nc1ccc2c(c1)OCCO2
  A: 36%[activator] | B: 2% | C: -28%[59 µM] | D: -23% | E: -9% | F: -18% | G: 5% | H: -9% | I: -4%

Nc1nc(Cl)cc(=O)n1Cc1ccc(Cl)cc1
  A: 5% | B: 1% | C: . | D: 4% | E: . | F: 26% | G: 29% | H: -1% | I: .

O=C1C(=O)c2ccccc2C(O)=C1CCCCl
  A: -7% | B: 0% | C: . | D: -23% | E: ? | F: 14µM* | G: 36% | H: 2% | I: -10%

O=C(Nc1cccc(S(=O)(=O)N2CCCCCC2)c1)c1ccc(Cl)nc1
  A: -7% | B: -1% | C: . | D: ? | E: . | F: 24% | G: -21% | H: -4% | I: .

O=C(/C=C/c1cccc([N+](=O)[O-])c1)NCCSCc1cccc(Cl)c1
  A: 7% | B: 8% | C: -47%[59 µM] | D: -33% | E: -30% | F: 2% | G: -15% | H: 1% | I: -13%
